GIRK2 activator: Activates human GIRK2-containing potassium channels | 34,000 tested, under 10 active | AID 1259324 | activation (% efficacy), % for hits at 37.5 µM | HEK293 GIRK2/NPY4 cells, thallium flux fluorescence;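 active = primary screen hit, no activity in plain HEK293 cells, and in GIRK2-only cells above 5% efficacy rising with concentration; inactive = the rest, including fluorescent compounds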;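 note: efficacy is normalized control-subtracted fluorescence 15 s after thallium addition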
Target sequence (P48051 whole entry, looked up): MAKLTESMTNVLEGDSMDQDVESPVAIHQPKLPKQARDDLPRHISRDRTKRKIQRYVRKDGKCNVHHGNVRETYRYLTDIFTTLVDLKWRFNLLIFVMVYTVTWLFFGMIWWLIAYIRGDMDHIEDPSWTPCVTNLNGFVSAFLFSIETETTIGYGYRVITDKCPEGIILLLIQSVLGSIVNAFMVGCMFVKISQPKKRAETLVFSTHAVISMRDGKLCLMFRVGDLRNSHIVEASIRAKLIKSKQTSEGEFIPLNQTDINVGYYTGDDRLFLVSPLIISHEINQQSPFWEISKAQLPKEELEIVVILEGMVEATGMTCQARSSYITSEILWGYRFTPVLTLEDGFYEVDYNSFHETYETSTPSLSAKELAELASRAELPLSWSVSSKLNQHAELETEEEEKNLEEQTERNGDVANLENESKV
Calls only; i = inactive.

SMILES	GIRK2 activator
COc1ccc(CCNC(=O)c2cc(=O)c(OC)co2)cc1OC	i
Cc1cc(C)n(CCNC(=O)C(=O)Nc2cc(C)on2)n1	i
COc1cccc(CNC(=O)Cn2c(-c3ccc(F)cc3)ncc(C#N)c2=O)c1	i
CC(C)(C)c1ccc(C(=O)Nn2cnc3c(cnn3-c3ccccc3)c2=O)cc1	i
O=C1OC2CC1N(C(=O)c1ccc(Cl)s1)C2 (stereo not given)	i
COC(=O)c1ccccc1NC(=O)c1ccc(=O)n(Cc2cccc([N+](=O)[O-])c2)c1	i
O=C1OC2CC1N(S(=O)(=O)c1cccs1)C2 (stereo not given)	i
COc1ccc(C)cc1S(=O)(=O)Nc1ccc2c(c1)N(C(=O)c1cccs1)CC2	i
O=C(Oc1ccccc1)N1CCC(CNS(=O)(=O)Cc2ccccc2)CC1	i
CC(C)S(=O)(=O)c1ccc(CC(=O)NCC2CCN(C(=O)c3cc4ccccc4o3)CC2)cc1	i
Cc1cccc(C)c1OCC(O)Cn1c(C2CC2)nc2ccccc21 (stereo not given)	i
COc1cccc2cc(C(=O)NCC3CCN(S(=O)(=O)C4CC4)CC3)oc12	i

(continued)
SMILES	GIRK2 activator
O=C(Cc1cc(-c2ccccc2)on1)Nc1ccc2c(c1)OCCO2	i
O=S(=O)(c1cccc(Cl)c1)N1CCN(CCn2cccn2)CC1	i
COc1ccc(-c2cc(C(=O)NCc3ccco3)c3c(C)nn(C4CCS(=O)(=O)C4)c3n2)cc1 (stereo not given)	i
COc1ccc(NC(=O)C(=O)NCC(c2cccc3ccccc23)N2CCCC2)cc1Cl (stereo not given)	i
COc1cc(N2CCN(S(=O)(=O)c3ccc(NC(C)=O)cc3)CC2)nc(OC)n1	i
C=CCNC(=O)Nc1nc(C(=O)OCC)cs1	i
C=CCNC(=O)C(=O)Nc1c2c(nn1-c1ccc(C)cc1C)CSC2	i
COc1ccccc1C1(CNC(=O)Cc2ccc(F)cc2)CCOCC1	i
O=C(CN1CCC(c2nnc(-c3ccc(F)cc3)o2)CC1)N1CCOCC1	i
CC(C)S(=O)(=O)c1ccc(C(=O)Nc2sc3c(c2C#N)CCCC3)cc1	i
CCOc1ccccc1C(=O)Nc1ccc(OC)c(N2CCCCC2=O)c1	i
COc1ccc(S(=O)(=O)NCCNc2nc(C)cc(N(C)C)n2)cc1Cl	i

Other compounds.
SMILES	GIRK2 activator
Cc1noc(CNC(=O)c2ccc(N3CCCC3)nn2)n1	i
O=S(=O)(NCCN1CCOC(c2ccccc2)C1)c1cccs1 (stereo not given)	i
COC(=O)Nc1nc(CC(=O)NCc2cccs2)cs1	i
O=C(CC1CCCC1)NCCN1CCn2cc(OCc3ccc(F)cc3)c(=O)cc2C1=O	i
CCOC(=O)N1CCC(NC(=O)C(=O)Nc2cccc(Cl)c2C)CC1	i
COc1ccccc1-c1cnn2c(N3CCOCC3)cc(C)nc12	i
COc1ccc2nc(-c3ccc(NC(=O)NCc4ccccc4)cc3)cn2n1	i
O=C(c1ccc(OC(F)(F)F)cc1)N1CC(c2nc(-c3ccco3)no2)C1	i
NC(=O)C1Cc2ccccc2N1C(=O)Nc1ccc2c(c1)OCO2 (stereo not given)	i
CC1CCN(c2ccc(N3CCN(C(=O)CCC4CCCC4)CC3)nn2)CC1	i
CCOc1nn(CC)cc1-c1nnc(SCC(=O)NC2CCCC2)n1C	i
CC(=O)Nc1cccc(NC(=O)c2n[nH]c3ccccc23)c1	i

(list continues)
SMILES	GIRK2 activator
COc1ccc(Cl)cc1NC(=O)C1CCN(c2ccc(-n3nc(C)cc3C)nn2)CC1	i
COCC(C)(O)CNC(=O)c1cc2ccccc2o1 (stereo not given)	i
CCc1nc(-n2cccc2)sc1C(=O)NCc1cccc(C)c1	i
COc1ccc(CC(=O)NCC2CCN(Cc3ccco3)CC2)cc1	i
CCOc1ccccc1NC(=O)CN1C(=O)CC(c2ccccc2)=Nc2ccccc21	i
COc1ccc(C(=O)NC(=O)N2CCCCC2)cc1	i
Cn1cccc1C(O)CNC(=O)NC1CCCCC1 (stereo not given)	i
O=C(NCC1(O)CCc2ccccc21)Nc1ccc2c(c1)OCO2 (stereo not given)	i
CCn1nnc2c(N3CCN(CC(=O)Nc4ccc(Cl)c(Cl)c4)CC3)ncnc21	i
Cc1ccc2c(c1)CCCN2C(=O)c1ccc(N2CCOCC2)nn1	i
O=c1ccc(-c2ccccc2)nn1CCCNS(=O)(=O)c1ccc(Cl)s1	i
COc1cc(N2CCN(C(=O)c3ccc(C(F)(F)F)cc3)CC2)nc(OC)n1	i

The listing continues:
SMILES	GIRK2 activator
CCN(CC)S(=O)(=O)c1ccc(C(=O)Nc2cc(C)nn2C(C)C)cc1	i
Cc1ccc(-n2ncc3c(=O)n(NC(=O)c4cc(Cl)ccc4[N+](=O)[O-])cnc32)cc1	i
Cn1nnc2c(N3CCN(CC(=O)NCc4ccccc4)CC3)ncnc21	i
CNC(=O)C(=O)Nc1ccc(C)c(N2CCCC2=O)c1	i
COc1cc(N2CCN(S(=O)(=O)Cc3ccccc3)CC2)nc(OC)n1	i
COc1ccc(Nc2cc(C)nc(-n3cc([N+](=O)[O-])cn3)n2)cc1Cl	i
COc1ccc2c(=O)c(Oc3ccc(C(=O)NC4CCCC4)cc3)c(C)oc2c1	i
COc1ccc(C)cc1Nc1nnc(Cc2ccc(C)cc2)c(=O)[nH]1	i
CCOC(=O)CN1CC(c2nc(-c3ccsc3)no2)C1	i
CCOc1ccc(S(=O)(=O)NCC(O)c2ccsc2)cc1F (stereo not given)	i
O=[N+]([O-])c1ccc(S(=O)(=O)NCCOc2ccc(-c3cccs3)nn2)cc1	i
Cn1cccc(C(=O)N2CCCC(c3nn(C)c(=O)n3-c3ccccc3)C2)c1=O (stereo not given)	i

The list goes on:
SMILES	GIRK2 activator
CCCc1cc(=O)n(CC(=O)N2CCN(c3ccc(F)c(Cl)c3)CC2)cn1	i
Cn1nnc2c(N3CCN(C(=O)C4c5ccccc5Oc5ccccc54)CC3)ncnc21	i
O=C(CN1C(=O)CCC1=O)NCC(O)c1cccc2ccccc12 (stereo not given)	i
COc1ccc(NC(=O)c2cccc(OC)c2OC)cc1N1CCCCC1=O	i
CCCCN1C(=O)C(=O)c2cc(C)cc(C)c21	i
O=c1nc(SCc2ccc([N+](=O)[O-])cc2)c2c(n1CCO)CCC2	i
CC(=O)N1CCc2ccc(NC(=O)c3ccc(F)c(F)c3)cc21	i
CCC1CCCCN1C(=O)c1cc2c(=O)n3cccc(C)c3nc2n1Cc1ccccc1 (stereo not given)	i
COc1ccc(NC(=O)CSC2=NC(C)(C)Nc3ccccc32)cc1Cl	i
O=C(Nc1nnc(-c2ccc(Br)s2)o1)c1ccc2c(c1)OCO2	i
NC(=O)c1coc(NC(=O)c2ccsc2)n1	i
COc1ccc(CC(=O)Nc2ccc(Nc3cc(-n4ccnc4)ncn3)cc2)cc1	i

Remaining list, next part
SMILES	GIRK2 activator
COc1cc(/C=C/C(=O)Nc2nncs2)cc(OC)c1OC	i
CNC(=O)c1cccc(-c2noc(C3CN(C(=O)Nc4ccc(F)cc4)C3)n2)c1	i
CCN(C(=O)CCc1sc(C)nc1-c1cccs1)C1CCS(=O)(=O)C1 (stereo not given)	i
C=CCc1c(C)nc2c(-c3ccccc3)cnn2c1NCCN(C)C	i
Cc1nc2c(-c3ccccc3)cnn2c(C)c1CCC(=O)O	i
CC(=O)NC1C(O)C(O)C(CO)OC1n1nc(COc2ccccc2)n(-c2ccccc2)c1=S (stereo not given)	i
Cc1cc(C(=O)Nc2ccc(-c3nc4ccccc4s3)c(O)c2)on1	i
Cc1nc(C)c(-c2ccc(OCCNC(=O)c3cccn(C)c3=O)nn2)s1	i
COc1ccc(CNC(=O)Cc2cc(-c3ccccc3)on2)cc1	i
COc1ccc(-n2nnnc2SCCC(=O)NC2CCCC2)cc1	i
O=C(NCc1ccsc1)c1ccc(F)cc1	i
CC(C)(C)c1csc(NC(=O)C2CCCCN2S(C)(=O)=O)n1 (stereo not given)	i

Additional results.
SMILES	GIRK2 activator
COCCNC(=O)COc1cccc2c1CCNC2=O	i
CC(C)S(=O)(=O)c1cccc(C(=O)Nc2cccc(-c3nc4ccccc4o3)c2)c1	i
O=C(Cn1c(C2CC2)nc2c(cnn2-c2ccccc2)c1=O)NCc1ccco1	i
Cc1cc(NC(=O)Cn2cnc(C(C)C)cc2=O)no1	i
Cc1ccc(CNC(=O)C2CCC(Cn3c(=S)[nH]c4ccccc4c3=O)CC2)cc1 (stereo not given)	i
Cc1ccc(Oc2cccc(NC(=O)c3ccccc3Cl)c2)nn1	i
CCOc1ccc(-n2nnnc2CN2CCN(C(=O)CC3CCCCC3)CC2)cc1	i
O=C(Nc1ccc(CC(=O)N2CCC(O)CC2)cc1)c1cc(-c2ccco2)on1	i
COc1cc(OC)c(NC(=O)CS(=O)(=O)c2ccc(Cl)s2)cc1Cl	i
COc1ccc(NC(=O)CS(=O)(=O)Cc2ccccc2)c2ccccc12	i
CCOc1ccc(-c2nc(NC(=O)c3ccn(C)n3)sc2C)cc1	i
Cc1ccc(S(=O)(=O)N2CCC(C(=O)Nc3ccc(S(C)(=O)=O)cc3)CC2)cc1	i

(further entries)
SMILES	GIRK2 activator
CCCNC(=O)C(=O)Nc1ccc(Cl)c(N2CCCS2(=O)=O)c1	i
COc1ccc(C2(CNC(=O)c3ccc(F)c(F)c3)CCCC2)cc1	i
CC(C)(C)c1ccc(C(=O)Nc2ccc3c(c2)N(C(=O)C2CC2)CC3)cc1	i
Cc1ccsc1C(O)CNS(=O)(=O)Cc1ccc(F)cc1 (stereo not given)	i
COc1ccc(SCCC(=O)Nc2nc3ccc4nc(C)sc4c3s2)cc1	i
O=C(CCn1cnc2c(cnn2-c2ccc(F)cc2)c1=O)NCc1ccccc1Cl	i
Cc1cccc(C(=O)NCCOc2ccc(-c3ccco3)nn2)c1	i
COc1ccc(Cl)cc1N1CC(c2nc(-c3ccccc3C)no2)CC1=O (stereo not given)	i
COc1cccc(-c2nnc3ccc(OCCNC(=O)C(F)(F)F)nn23)c1	i
Cc1ccccc1Cn1ccc2ccn(CC(=O)NCc3ccc(Cl)cc3)c(=O)c21	i
COc1cc(NC(=O)c2ccc(OC(C)C)cc2)ccc1N1CCCC1=O	i
COc1ccc(CNC(=O)C(=O)Nc2ccc(Cl)c(N3CCCS3(=O)=O)c2)cc1	i

Ordered by molecular weight (smallest number first): 3 of the compounds above.
SMILES	GIRK2 activator
CCCNC(=O)C(=O)Nc1ccc(Cl)c(N2CCCS2(=O)=O)c1	i
COc1cc(NC(=O)c2ccc(OC(C)C)cc2)ccc1N1CCCC1=O	i
COc1ccc(Cl)cc1N1CC(c2nc(-c3ccccc3C)no2)CC1=O (stereo not given)	i

Part of the list above, field by field.
COc1ccc(SCCC(=O)Nc2nc3ccc4nc(C)sc4c3s2)cc1
- GIRK2 activator = i

O=C(CCn1cnc2c(cnn2-c2ccc(F)cc2)c1=O)NCc1ccccc1Cl
- GIRK2 activator = i

Cc1cccc(C(=O)NCCOc2ccc(-c3ccco3)nn2)c1
- GIRK2 activator = i

COc1ccc(Cl)cc1N1CC(c2nc(-c3ccccc3C)no2)CC1=O (stereo not given)
- GIRK2 activator = i

The results go on.
SMILES	GIRK2 activator
COC(=O)c1ccccc1NC(=O)c1ccc(=O)n(Cc2cccc(C(F)(F)F)c2)c1	i
CCOC(=O)N1CCN(C(c2ccc(F)cc2)c2sc3nc(CC)nn3c2O)CC1 (stereo not given)	i
O=C1CN(CCc2ccc(F)cc2)C2CS(=O)(=O)CC2N1c1ccc(Cl)cc1 (stereo not given)	i
COc1cn(CC(=O)Nc2ccc(Cl)cc2)c(CSc2nnnn2C)cc1=O	i
O=C(Nc1cccs1)N1CCC(c2nnc(-c3ccc(F)cc3)o2)CC1	i
CCOc1ccc(C(=O)N2c3ccccc3CC2C(N)=O)cc1 (stereo not given)	i
CCOC(=O)C1CCCN(S(=O)(=O)c2cccs2)C1 (stereo not given)	i
O=C(NCCC1=CCCCC1)C(=O)NCC1CCN(C(=O)c2ccncc2)CC1	i
Nc1nc(SCC(=O)NCc2ccccc2Cl)ncc1S(=O)(=O)c1cccs1	i
COc1ccc(NC(=O)C(=O)NCC(c2cccn2C)N2CCOCC2)cc1OC (stereo not given)	i
CSc1ccccc1C(=O)Nc1cc(C)nn1-c1nc(-c2cccs2)cs1	i
Cc1cc(C)c2sc(N(CCCN(C)C)C(=O)c3ccn(C)n3)nc2c1	i

Remaining list, next part.
SMILES	GIRK2 activator
CCNc1cc(NCCNS(=O)(=O)c2ccc(F)cc2F)nc(C)n1	i
O=C(CS(=O)(=O)Cc1ccccc1)Nc1ccc2c3c(cccc13)CC2	i
COc1ccc(S(=O)(=O)Nc2cccc(C)n2)cc1C(C)(C)C	i
O=C(NCc1n[nH]c(=O)c2ccccc12)C1c2ccccc2Oc2ccccc21	i
O=C(NCC(c1ccc2c(c1)OCO2)N1CCN(c2ccccc2F)CC1)C(=O)Nc1ccon1 (stereo not given)	i
COc1ccccc1-c1ccc(N2CCN(C(=O)c3ccccc3Cl)CC2)nn1	i
Cc1ccccc1-c1ccc(N2CCC(C(=O)N3CCc4ccccc43)CC2)nn1	i
COc1ccc(CCNC(=O)CN2C(=O)c3ccccc3S2(=O)=O)cc1	i
COc1cc(OC)cc(C(=O)Nc2cccc(-c3cn4nc(OC)ccc4n3)c2)c1	i
Cc1cc(NC(=O)C(=O)NCC2CCN(c3ccccn3)CC2)no1	i
CCS(=O)(=O)N1CCCc2cc(NC(=O)NCc3ccc(OC)c(OC)c3)ccc21	i
COc1ccc(C(=O)Nc2cc(C)nn2-c2ccccc2)cc1	i
COc1cccc(NC(=O)Nc2ccc(N3CCCS3(=O)=O)cc2)c1	i
COc1ccc(SCCC(=O)Nc2nc3ccc4sc(C)nc4c3s2)cc1	i

Assay outcomes deposited in PubChem BioAssay by Vanderbilt University.

These rows are one share of the data (hit frequency here may not be typical).
